Screening results deposited in PubChem by National Center for Advancing Translational Sciences (NCATS).
GALK inh = qHTS Assay for Inhibitors of Human Galactokinase (GALK); P51570; Purified GALK, Kinase-Glo residual ATP luminescence; Potency, µM (series often up to 57.5 µM), for inactives: at the highest dose activity change, negative = inhibition, most hits filed as inhibitors; 270,000 compounds, 0.007% hits; AID 1868, 2009; note: potency is the fitted concentration of half-maximal effect; % is set by controls: 0 for no effect and ±100 for the full control effect
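5 nM enzyme, 35 uM ATP, 100 uM galactose, 20 mM HEPES pH8.0, 5 mM MgCl2; 1 h RT; residual ATP by Kinase-Glo Plus luminescence, qHTS format.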
Mito fusion yeast = qHTS Assay for Small Molecule Inhibitors of Mitochondrial Division or Activators of Mitochondrial Fusion; S. cerevisiae fusion-defective mutant growth rescue, CellTiterGlo 48 h; Potency, µM (top dose mostly 46.1 µM), for the others: top-dose growth rescue (activation), actives largely listed as activators; 320,000 compounds, 0.23% hits; AID 485298, 2010;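 note: potency is the fitted concentration of half-maximal effect; % of control where 0% means no effect; nearly all actives have a fitted effect of over 45% in size; temperature-sensitive fusion mutants such as fzo1-1 at 37 °C on non-fermentable ethanol glycerol medium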
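Yeast fusion mutant, YPEG (non-fermentable carbon), compound, 48 h at 37C non-permissive; CellTiterGlo added, 10 min RT, luminescence read. Rescued growth = division inhibition.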
Eya2 inh = qHTS Assay for Inhibitors of the Phosphatase Activity of Eya2; Protein phosphatase EYA2 (Homo sapiens), O00167; recombinant Eya2, OMFP fluorescence dephosphorylation (OMFP is methylfluorescein phosphate); Potency, µM (top dose mostly 76.9 µM), for inactives: at the top dose activity, negative = inhibition, usual class: inhibitors; 330,000 compounds, 0.006% hits; AID 488837, 2010; note: potency is the fitted concentration of half-maximal effect; % is set by controls: 0 for no effect and ±100 for the full control effect
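Eya2 protein (added as 0.2 uM solution) was preincubated with compound for 10 min at ambient temperature in 50 mM HEPES pH 7.5, 50 mM NaCl, 5 uM MgCl2, 0.05% BSA, 1 mM DTT. OMFP (added at 50 uM) then reacted 10 min; fluorescence read at 485/525 nm.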
USP2a inh = qHTS Assay for Inhibitors of Ubiquitin-specific Protease USP2a Using CHOP2 as the Reporter; Ubiquitin carboxyl-terminal hydrolase 2 (Homo sapiens), O75604; USP2 core, Ub-CHOP2 coupled fluorogenic reporter, 485/531; Potency, µM (highest dose often 38.3 µM), without a hit: top-dose activity change, negative = inhibition, usual class: inhibitors; 330,000 compounds, 0.01% hits; AID 463254, 2010;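 note: potency is the fitted concentration of half-maximal effect; plate controls were DMSO wells for no effect and full inhibition by NEM control for full effect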
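Deubiquitinase activity read as fluorescence (485/531 nm) after Ub-CHOP2 cleavage activates the enterokinase reporter on its substrate; USP2 core 10nM, Ub-CHOP2 and substrate 25nM each, 30min compound preincubation then 60min RT; data normalized to NEM, curves fitted.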
MBNL1-CUG inh = qHTS Assay for Inhibitors of MBNL1-poly(CUG) RNA binding; Muscleblind-like protein 1 (Homo sapiens), Q9NR56; TR-FRET MBNL1-His/biotin-(CUG)12 binding, 665/545 ratio; Potency, µM (titrated, usually from 57.5 µM), without a hit: top-dose activity change, negative = inhibition, actives largely listed as inhibitors; 280,000 compounds, 0.036% hits; active = well fitted inhibition curve with a large enough effect in the signal ratio, with a control signal flat, not every such curve was filed as active; inconclusive = small, poorly fitted or top-dose-only effect, or effect the other way, or a change in a side signal; inactive = no such curve, though single readings can be large or run the other way; the % refers to the signal ratio; note: potency is the fitted concentration of half-maximal effect; % is set by controls: 0 for no effect and ±100 for the full control effect
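MBNL1-His + Biotin-(CUG)12, cpd titration 92 nM–58 uM; Tb anti-His Ab 0.055 ng/ul, SA-XL665 5 nM (final); 60 min RT; ratiometric 665/545 nm, Ex 340 nm; normalized to buffer and full-complex controls.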
ASM inhibitor = Inhibitors of Secretory Acid Sphingomyelinase (S-ASM): qHTS; Sphingomyelin phosphodiesterase (Homo sapiens), P17405; placental ASM, HMU-PC fluorogenic substrate, 60 min; Potency, µM (doses to about 57.5 µM), without a hit: at the top dose activity change, negative = inhibition, most hits filed as inhibitors; 340,000 compounds, 0.006% hits; note: potency is the fitted concentration of half-maximal effect
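HMU-PC0 cleavage (9 uM final) by human placental ASM, 60 min at 37 °C following 10 min compound exposure at RT; stopped at pH 10, fluorescence Ex 386/Em 447 nm.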
KCNH2 WT inh = qHTS for Inhibitors of KCHN2 3.1: Wildtype qHTS | U2OS, BacMam KCNH2, thallium flux FluxOr; active compounds read low | activity change, % at 1.84 µM | 340,000 compounds, 0.37% hits | AID 720551, 2013;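 active = maximum activity change below -70%; inconclusive = maximum activity change between -70% and -50%; inactive = maximum activity change above -50%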; note: % is set by controls: 0 for no effect and ±100 for the full control effect
Target sequence (Q12809 whole entry, looked up): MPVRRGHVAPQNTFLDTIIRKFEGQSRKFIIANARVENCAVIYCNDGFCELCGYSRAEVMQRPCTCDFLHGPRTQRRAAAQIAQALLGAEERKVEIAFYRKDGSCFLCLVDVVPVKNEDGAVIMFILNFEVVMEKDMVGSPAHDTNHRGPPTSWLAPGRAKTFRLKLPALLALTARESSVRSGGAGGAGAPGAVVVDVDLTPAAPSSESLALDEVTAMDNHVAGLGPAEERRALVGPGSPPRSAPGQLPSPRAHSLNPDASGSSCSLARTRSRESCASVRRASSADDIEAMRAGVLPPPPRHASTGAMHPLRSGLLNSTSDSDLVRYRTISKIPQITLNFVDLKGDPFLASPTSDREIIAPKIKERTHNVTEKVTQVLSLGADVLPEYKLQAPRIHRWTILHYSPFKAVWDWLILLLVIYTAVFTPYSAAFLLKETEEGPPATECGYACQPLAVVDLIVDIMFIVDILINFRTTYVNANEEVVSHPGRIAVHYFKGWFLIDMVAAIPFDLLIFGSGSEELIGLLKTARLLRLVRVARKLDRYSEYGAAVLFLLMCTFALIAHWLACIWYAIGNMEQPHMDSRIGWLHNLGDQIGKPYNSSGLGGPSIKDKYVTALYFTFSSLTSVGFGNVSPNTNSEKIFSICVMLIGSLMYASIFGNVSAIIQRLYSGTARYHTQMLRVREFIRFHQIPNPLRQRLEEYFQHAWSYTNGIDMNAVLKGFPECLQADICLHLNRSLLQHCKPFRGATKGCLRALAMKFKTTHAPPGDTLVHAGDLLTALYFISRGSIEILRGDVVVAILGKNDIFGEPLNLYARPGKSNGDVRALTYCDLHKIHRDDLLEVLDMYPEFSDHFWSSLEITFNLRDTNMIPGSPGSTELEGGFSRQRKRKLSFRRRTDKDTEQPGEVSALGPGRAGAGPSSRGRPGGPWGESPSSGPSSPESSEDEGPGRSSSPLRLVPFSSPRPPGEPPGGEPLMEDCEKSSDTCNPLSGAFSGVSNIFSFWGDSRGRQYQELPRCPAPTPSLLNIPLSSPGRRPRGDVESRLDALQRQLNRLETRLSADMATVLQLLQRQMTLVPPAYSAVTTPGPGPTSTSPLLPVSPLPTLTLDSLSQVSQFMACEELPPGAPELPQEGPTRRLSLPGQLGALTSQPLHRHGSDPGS
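U2OS cells were transduced with wild-type KCNH2 virus (2.03 x 10^8 / mL) for 4 h at room temperature, then cultured overnight at 37 C. Thallium flux was read with FluxOr dye. Rate constants were normalized to DMSO controls.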
BCR signal inh = qHTS Assay to Find Inhibitors of Chronic Active B-Cell Receptor Signaling; ABC-DLBCL IkBa-CBG/CBR reporter, luminescence ratio, 4 h; Potency, µM (titrated, usually from 46.1 µM), for inactives: at the top dose ratio change, negative = lower green/red ratio, usual class: inhibitors; 340,000 compounds, 0.05% hits; active = well fitted inhibition curve with a large enough effect in the signal ratio, with a control signal flat, not every such curve was filed as active; inconclusive = small, poorly fitted or top-dose-only effect, or effect the other way, or a change in a side signal; the % refers to the signal ratio;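 note: potency is the fitted concentration of half-maximal effect; plate controls were basal doxycycline-induced cells for no effect and cells given 10 µM MG132 for full effect; MG132 reads +100%, hits lower the ratio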
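Concentration-response series (up to 46 uM) were applied to TMD8 dual-reporter cells for 4 h at 37C with doxycycline. Green/red ratio, after filter-overlap correction, defined %Activity; red signal alone was normalised to basal cells and zero luminescence.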
Menin-MLL TR inh = qHTS Assay for Inhibitors Targeting the Menin-MLL Interaction in MLL Related Leukemias: Competition With Texas Red Labeled MLL-derived Mutant Peptide. Potency, µM (top dose mostly 61.6 µM), without a hit: at the highest dose FP activity change, negative = inhibition, hits mostly inhibitors. 270,000 compounds, 0.23% hits. Menin + Texas Red MLL mutant peptide, fluorescence polarization; active = well fitted inhibition curve with a large enough effect in the polarisation, with a control signal flat, not every such curve was filed as active; inconclusive = small, poorly fitted or top-dose-only effect, or effect the other way, or a change in a side signal; inactive = no such curve, though single readings can be large or run the other way; the % refers to the polarisation; note: potency is the fitted concentration of half-maximal effect; % of control where 0% means no effect; many of its hits are not listed in these tables
PKM2 act = qHTS Assay for Activators of Human Muscle isoform 2 Pyruvate Kinase | Pyruvate kinase PKM (Homo sapiens), P14618 | purified PKM2, Kinase-Glo ATP luminescence, activation; response scale: 0% is enzyme alone, no compound | Potency, µM (top dose mostly 57.5 µM), inactives show at the highest dose activation, usual class: activators | 260,000 compounds, 0.34% hits | AID 1631, 2009; note: potency is the fitted concentration of half-maximal effect; % is set by controls: 0 for no effect and ±100 for the full control effect; nearly all actives have a fitted effect of over 55% in size
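Purified hPK-M2 (>95%) run at intermediate activity with 0.1 mM ADP and 0.5 mM PEP in 50 mM imidazole pH 7.2, KCl, MgCl2; 1 h room temperature. ATP formed read by Kinase-Glo luminescence; normalized to uninhibited and no-enzyme controls.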
TSHR antag = Antagonists of the Thyroid Stimulating Hormone Receptor: HTS campaign. TSHR-expressing cells, TSH-stimulated cAMP HTRF, 2 h; active compounds read low. activity change, negative = inhibition, % at 11.5 µM. 330,000 compounds, 0.2% hits;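 active = activity change below a set negative limit, meaning inhibition stronger than a set level, cut at about -70% in these data; inconclusive = activity change between two set negative limits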; note: % is set by controls: 0 for no effect and ±100 for the full control effect
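Antagonism was scored as loss of TSH-driven cAMP in TSHR cells, stimulated with 4nM TSH (EC80) for 2 hours at 37 deg C and detected by homogeneous HTRF competition immunoassay.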
An asterisk follows results filed as active; ? = inconclusive; . = not tested or not shown; [ ] = dose if it differs, or a comment. Unless noted, calls come from the whole dose curve; as a rule, active = well fitted curve in the direction sought with a large enough effect; inconclusive = small, poorly fitted or top-dose-only effect, or another doubt; inactive = no such curve, though single readings can be large; an effect the other way counts as inactive or inconclusive.

SMILES	GALK inh	Mito fusion yeast	Eya2 inh	USP2a inh	MBNL1-CUG inh	ASM inhibitor	KCNH2 WT inh	BCR signal inh	Menin-MLL TR inh	PKM2 act	TSHR antag
CN(Cc1nc(Cc2cccc(F)c2)no1)CC1COCCO1 (stereo not drawn)	1%	4%	0%	0%	8%	-1%	-3	?	-3%	2%	2
Cn1c(C(=O)N2CCN(Cc3ccc4c(c3)OCO4)CC2)cc2c(=O)n(C)c3ccccc3c21	1%	-1%	-15%	2%	-6%	-1%	0	?	-8%	-9%	-3
CCC(=O)n1nc(-c2ccco2)nc1SCc1ccccc1	0%	-2%	-1%	2%	1%	-4%	1	-23%	29%	1%	3
NC(=O)CN1C(=O)C(=O)N(Cc2cccc(C(F)(F)F)c2)C1=O	-1%	11%	13%	2%	-7%	0%	-3	4%	1%	.	6
COc1ccc(CN2CCC(C(=O)c3ccc(Cl)cc3)CC2)cc1	2%	18%	6%	3%	-3%	0%	-110*	-1%	-24%	-1%	19
CN(C)c1ccnc(NCc2ccccc2)c1C#N	-1%	4%	5%	-1%	-2%	5%	2	4%	-4%	6%	7
CC(=O)c1cn(-c2ccc(Cl)cc2)c(=O)[nH]c1=O	6%	-2%	-7%	-4%	-4%	5%	-10	?	5%	.	-8
O=C(CN1CCCCCCC1)N/N=C/c1ccc(F)c(F)c1	3%	-1%	1%	0%	-9%	0%	25	2%	-7%	5%	2
O=[N+]([O-])c1ccc(Cl)c(/C=N/NC(=S)Nc2ccccc2)c1	-1%	-10%	6%	1%	7%	-2%	5	2%	.	-7%	15
CCCOc1cccc(C(=O)Nc2cccc3ncccc23)c1	-1%	0%	3%	1%	1%	-2%	-23	-12%	?	-8%	-6
O=C(Nc1nnc(COc2ccc(Cl)cc2)s1)C1CCCO1 (stereo not drawn)	-2%	4%	12%	1%	2%	-3%	4	15%	-6%	0%	-5
Cn1c(=O)c(C(=O)NCCc2ccc(Cl)cc2)c(O)c2ccccc21	-6%	-1%	7%	4%	1%	-6%	6	3%	25%	-5%[11.5 µM]	-2
Cc1ccc(NC(=S)N(C)C)cc1C	4%	-1%	?	3%	-8%	6%	1	1%	.	-6%	3
O=C(CCN1C(=O)c2ccccc2C1=O)Nc1ccc(F)cc1	0%	-2%	-1%	-1%	-1%	4%	-19	-9%	1%	6%	6
O=S(Cc1ccc(Cl)cc1)CC(O)(c1ccccc1)c1ccccc1 (stereo not drawn)	2%	3%	0%	0%	-3%	2%	1	-24%	0%	1%	-9
CC(C)NC(=O)C1CCN(C2CCN(C(=O)C3=CCCC3)CC2)CC1	-1%	1%	-10%	2%	-3%	16%	2	1%	-16%	-2%	11
Cc1ccc(S(=O)(=O)N(C)CC(=O)N2CCN(Cc3ccc4c(c3)OCO4)CC2)cc1	0%	-11%	4%	0%	-1%	3%	8	3%	1%	0%	-1
COC(=O)Nc1sc2c(c1C(=O)NCc1ccco1)CCCC2	4%	-5%	1%	-2%	-1%	0%	0	?	6%	2%	9
CCCCN(CC)CCCNC(=O)Cn1nc(Cc2ccncc2)c2ccccc2c1=O	-1%	2%	1%	2%	-6%	5%	-10	0%	1%	-10%	-12
CCOP(=O)(OCC)C(NC(=O)NS(=O)(=O)c1ccc(C)cc1)c1ccccc1 (stereo not drawn)	8%	-1%	-6%	-1%	-4%	-22%	-2	-1%	9%	-3%	7
Cc1ccc2nsnc2c1S(=O)(=O)NCCc1c(C)[nH]c2ccc(F)cc12	-2%	5%	4%	-2%	?	-22%	8	?	?	4%	-3
CC(C)(C)OC(=O)NCc1ccc(NC(=O)c2nc[nH]c2C(=O)NCCCNC(=O)c2[nH]cnc2C(=O)Nc2ccc(CNC(=O)OC(C)(C)C)cc2)cc1	.	.	-7%	0%	.	-3%	6	-2%	.	.	-10
NS(=O)(=O)c1ccc(NC(=S)NC(=O)c2ccc(Br)o2)cc1	0%	-2%	1%	0%	84%[activator]	14%	4	6%	?	-1%	-5
C/C(=N\NC(=O)c1nnn(-c2nonc2N)c1-c1cccs1)c1ccc(O)cc1	-2%	0%	0%	2%	3%	1%	-1	2%	.	.	0
Cc1nc(Nc2nc3ccccc3o2)nc2c1CCC2	12%	-7%	-14%	-1%	-9%	1%	10	?	-1%	-33%	3
CCOc1cc(/C=N\NC(=O)C2C(=O)NCC2c2ccccc2)ccc1OC (stereo not drawn)	1%	1%	-1%	2%	.	6%	10	-1%	-17%	-7%	11
COc1ccc(-c2nnc(SCC(=O)NCc3cccs3)n2C(C)C)cc1	-1%	3%	3%	7%	1%	0%	3	?	-3%	1%	-10
CC(=O)c1cccc(NC(=O)NNC(=O)c2ccc(-c3ccccc3)cc2)c1	1%	0%	8%	0%	18%	1%	-10	1%	-2%	0%	6
Cc1oc(-c2ccc(Cl)cc2)nc1CN1CCCC(C(=O)NCCCN2CCOCC2)C1 (stereo not drawn)	-1%	2%	-7%	2%	5%	0%	-3	1%	-15%	1%	-2
O=C(c1ccccc1)N1N=C(c2ccccc2O)CC1c1ccccc1 (stereo not drawn)	6%	-2%	6%	1%	3%	-5%	3	-4%	28µM*	.	3
CCOC(=O)c1ccc(NC(=O)Cn2nnc(-c3ccc(C)cc3)n2)cc1	2%	0%	-7%	1%	6%	-1%	15	-2%	-6%	0%	19
CSc1nc(SCCN(C)C)c2c3c(sc2n1)COC(C)(C)C3	-4%	-4%	-3%	-2%	.	-2%	6	?	.	-3%	-10
COC(=O)c1ccccc1N=C(SC)N(C)C	1%	5%	-2%	2%	-10%	2%	16	0%	-7%	-1%	0
CCn1c(SCC(=O)NCc2ccco2)nnc1-c1c[nH]c2ccccc12	0%	-5%	-12%	-2%	-4%	-2%	-4	?	-13%	-1%	3
COc1ccccc1CNC(=O)COC(=O)Cn1cnc2ccccc21	-3%	6%	-11%	3%	-1%	3%	11	-19%	2%	-1%	-1
CCCCSc1nc2ccccc2[nH]1	0%	-5%	0%	-1%	3%	-3%	-3	?	11%	-4%	1
Cc1ccc(CNC(=O)C2CCN(S(=O)(=O)c3ccc(Br)s3)CC2)cc1	-2%	-6%	-1%	-4%	-8%	0%	-3	-6%	?	9%	2
CCOC(=O)N1C(=O)C2(CCCCC2)N(c2ccccc2Cl)C1=S	-3%	26%	-4%	-7%	.	0%	7	?	-2%	-15%	-2
O=S(=O)(Nc1ccc(S(=O)(=O)Nc2ncccn2)cc1)c1ccc(Cl)cc1	7%	-3%	3%	4%	-8%	1%	-9	-7%	-2%	15%	11
O=C(CSc1nnnn1-c1ccc(C(=O)O)cc1)NC1CCCCC1	-4%	-2%	14%	-2%	5%	0%	-3	-11%	10%	-11%	-12
COC(=O)C(C(C)=O)C1=C/C(=N\S(=O)(=O)c2ccc(C)cc2)c2ccccc2C1=O (stereo not drawn)	0%	-5%	11%	4%	15%	-2%	-31	?	4%	30%	1
CCCN1C(=O)c2ccc(C(=O)Nc3nccs3)cc2C1=O	0%	2%	-40%	1%	?	-3%	-10	?	15%	10%	-8
S=C(Nc1ccccc1)NC1CCN(Cc2ccccc2)CC1	4%	2%	8%	2%	0%	0%	32	1%	-17%	-2%	12

An excerpt. The share of hits here may be higher or lower than overall.
